# Screening data (PubChem BioAssay)
# ADAM10 inh = inhibitors of human ADAM10; O14672; recombinant ADAM10, EDANS/DABCYL FRET peptide cleavage, 3 h; inhibition, % at 7 µM; actives 0.62% (n = 370,000);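 active = inhibition above a per-campaign cutoff equal to the mean of compounds falling between control-based bounds plus 3 SD, cut at about 20% in these data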;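 also: 0% = DMSO wells while the 100% control is not disclosed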
# ssDAF-12 act = activators of S. stercoralis DAF-12 nuclear receptor; activation, % at 6.8 µM; actives 1% (n = 370,000); HEK293 ssDAF-12/GRIP1 lit1-tk-luc reporter, luminescence; % of 3 µM dafachronic acid response;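 active = activation above the mean over all tested compounds plus 3 SD, cut at about 0.9% in these data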;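 also: 0% = DMSO-only wells and 100% = 3 µM delta7-dafachronic acid wells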
# SMARCA2 activ = increases SMARCA2 function in MMTV reporter cells; MG213 cells, MMTV-luciferase reporter, dexamethasone, overnight; activation, % at 9.1 µM; actives 1% (n = 370,000); AID 652017; in the data active = activation above about 7.8%;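 also: 0% = vehicle wells and 100% = reference activator wells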
# ADAM17 inh = ADAM17 inhibition, QFRET primary screen | P78536 | recombinant ADAM17, EDANS/DABCYL FRET peptide cleavage | inhibition, % at 6.95 µM | actives 0.83% (n = 370,000) | AID 720648;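 active = inhibition above the mean of compounds lying between control limits plus 3 SD, set per campaign, cut at about 8.5% in these data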;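 also: 0% = DMSO-only wells as the low control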
# Target sequence (P78536 215-824 limits assumed): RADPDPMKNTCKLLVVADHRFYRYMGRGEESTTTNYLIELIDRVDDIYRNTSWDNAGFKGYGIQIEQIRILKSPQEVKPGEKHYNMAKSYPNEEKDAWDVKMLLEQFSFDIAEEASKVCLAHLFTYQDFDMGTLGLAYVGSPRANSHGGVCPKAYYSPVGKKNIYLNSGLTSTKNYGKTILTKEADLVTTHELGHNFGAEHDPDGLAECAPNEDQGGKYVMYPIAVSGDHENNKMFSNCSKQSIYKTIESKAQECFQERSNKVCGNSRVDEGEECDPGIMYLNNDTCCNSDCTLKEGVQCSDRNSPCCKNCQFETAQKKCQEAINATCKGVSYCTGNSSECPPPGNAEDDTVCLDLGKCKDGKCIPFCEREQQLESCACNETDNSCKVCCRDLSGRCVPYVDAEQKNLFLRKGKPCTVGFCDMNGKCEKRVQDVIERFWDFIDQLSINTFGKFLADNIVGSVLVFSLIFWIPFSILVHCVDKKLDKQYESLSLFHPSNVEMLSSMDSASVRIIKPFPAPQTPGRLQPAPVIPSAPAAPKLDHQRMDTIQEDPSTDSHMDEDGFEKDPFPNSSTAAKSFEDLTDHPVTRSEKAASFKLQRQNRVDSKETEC
# GC-A act = GC-A (human) enzyme activation; HEK293 GC-A cells, cGMP TR-FRET, EC30 ANP; 0% at EC30 ANP, 100% saturating ANP; activation, % at 10 µM; actives 0.14% (n = 370,000); in the data active = activation above about 40%
# hgDAF12 agonist = hgDAF-12 agonism, primary luciferase screen; activation, % at 6.8 µM; actives 1.8% (n = 370,000); HEK293 GAL4-hgDAF12 UAS-luciferase reporter, agonist luminescence; normalized to butyrate control;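 active = activation above a cutoff set at the mean of all screened compounds plus 3 SD, cut at about 10% in these data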;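 also: 0% = DMSO wells and 100% = sodium butyrate wells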
# PG9 binder = small molecules binding HIV-1 gp120 antibody PG9 | TR-FRET gp120-PG9 antibody binding | inhibition, % at 6.7 µM | actives 0.43% (n = 360,000) | AID 624416; in the data active = inhibition above about 8.5%
# DAX1 inh-1 = inhibitors of human orphan nuclear receptor DAX1 (NR0B1); actives 0.99% (n = 340,000); inhibition, % at 6.75 µM; HEK293 Gal4-DAX1 luciferase reporter, luminescence; P51843; AID 504766;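 active = inhibition above the mean over all tested compounds plus 3 SD, cut at about 4.2% in these data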;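 also: 0% = DAX1-transfected cells with DMSO and 100% = empty-vector control cells with DMSO; inhibition shows as a rise in luminescence from relieved DAX1 repression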
# Target sequence (P51843 207-470 limits assumed): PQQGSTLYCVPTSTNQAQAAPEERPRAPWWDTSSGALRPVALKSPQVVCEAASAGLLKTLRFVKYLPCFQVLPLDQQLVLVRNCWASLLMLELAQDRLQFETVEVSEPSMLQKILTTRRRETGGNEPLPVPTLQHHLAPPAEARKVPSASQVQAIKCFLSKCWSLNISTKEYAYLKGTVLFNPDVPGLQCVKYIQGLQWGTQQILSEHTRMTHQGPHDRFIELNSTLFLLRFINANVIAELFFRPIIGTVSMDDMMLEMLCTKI
# FXN GAA850 act = increases GAA850 frataxin promoter reporter activity. HEK293 lucGAA850 FXN promoter luciferase reporter, 24 h; percent of 10 µM SAHA response. actives 0.56% (n = 360,000). activation, % at 6 µM;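 active = activation above the average of all compounds screened plus 3 SD, cutoff fixed separately per campaign, cut at about 7.5% in these data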;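 also: 0% = DMSO wells and 100% = 10 µM SAHA wells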
# hcDAF12 agonist = activators of H. contortus DAF-12 nuclear receptor; actives 1.4% (n = 370,000); activation, % at 6.8 µM; AID 652067; HEK293 hcDAF-12 lit1-tk-luc reporter, luminescence; 0% DMSO, 100% Δ7-dafachronic acid;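 active = activation above the mean of all tested compounds plus 3 SD, cut at about 5.5% in these data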;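 also: 100% = response to 3 µM Δ7-dafachronic acid high control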
# DAX1 inh-2 = blocks DAX1 repression of SF-1 activated StAR promoter. actives 1.1% (n = 370,000). HEK293T StAR-luciferase reporter, SF-1/DAX-1 repression relief. AID 652010. inhibition, % at 6.8 µM;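 active = inhibition above the mean over all tested compounds plus 3 SD, cut at about 3.6% in these data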;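 also: 0% = DAX-1 cells with DMSO and 100% = cells lacking DAX-1 with DMSO; higher inhibition means more luminescence from relief of DAX-1 repression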
# Starred values were filed as active, the others as inactive; i = inactive; x = no result given; & = joins results of further samples. This is a subset; the hit share may differ from the screen's.
# Order of values: ADAM10 inh	ssDAF-12 act	SMARCA2 activ	ADAM17 inh	GC-A act	hgDAF12 agonist	PG9 binder	DAX1 inh-1	FXN GAA850 act	hcDAF12 agonist	DAX1 inh-2
CCN[C@@H](C)Cc1cccc(C(F)(F)F)c1
→ -7.4	-0.8	-5.2	-0.2	1.4	1.9	-1.3	0.4	14.0*	1.9	0.1
CC(c1ccccc1)n1cncc1C(=O)N1CCCC1=O (configuration not stated)
→ -0.3	-1.9	-0.9	-2.2	5.2	-2.3	1.0	-0.4	-0.3	2.0	-1.2
Cc1ccsc1C(=O)C1CCCN(Cc2c(C)nn(C(C)C)c2C)C1 (configuration not stated)
→ -1.1	-1.7	-1.7	-1.6	1.6	-2.6	-3.9	-0.7	-1.5	1.4	0.0
COC(=O)C1=C(c2cccc(C#N)c2)C[C@@H]2CC[C@H]1N2C(=O)NC1CCCCC1
→ -12.1	-1.5	-0.6	-6.2	-1.9	-1.1	0.6	-1.3	2.2	-1.8	-0.3
COc1ccc(OC)c(C(O)C(C)N)c1 (configuration not stated)
→ 0.9	-0.3	-2.8	3.4	3.5	-0.5	-1.7	-1.5	-0.9	-1.1	0.1
COC(=O)C1=C(c2ccc(F)cc2OCc2ccccc2)C[C@@H]2CC[C@H]1N2C(=O)NCCOc1ccc(OC)cc1
→ 6.7	-1.6	-0.8	2.4	-8.1	-1.3	-1.9	-0.2	-5.8	1.3	0.6
O=C(CCc1ccc(O)cc1)N1C[C@H]2C[C@@H](C1)c1cccc(=O)n1C2
→ -9.2	-1.5	0.7	-1.0	-0.7	0.6	-1.5	0.0	-0.9	-2.3	0.6
CC1CN=C(NCc2ccccc2Cl)S1 (configuration not stated)
→ 14.8	-1.1	-2.4	1.3	1.4	2.2	-2.5	-0.4	1.0	-1.8	0.2
O=C(CNS(=O)(=O)c1ccc(Br)s1)N1CCC2(CC1)OCCO2
→ 1.6	-0.4	1.6	-1.7	-0.5	0.2	-1.5	0.0	0.3	-0.3	1.0
OC(C#CCN1CCOCC1)(c1ccccc1)C1CCCC1 (configuration not stated)
→ 1.3	-1.3	0.3	0.8	-0.2	-2.1	0.8	0.1	-0.6	-1.0	0.5
O=C(CN1CCOCC1)c1cccc2ccccc12
→ 1.9	-0.1	-2.4	-1.4	-0.2	2.4	-0.5	0.2	1.2	0.6	-0.1
CCOC(C(=O)OCCC[N+](C)(CC)CC)(c1ccccc1)c1ccccc1
→ 1.6	-1.3	-3.2	-6.9	1.4	-0.9	-0.2	0.6	-0.8	1.4	-0.1
CC(=O)Nc1ccccc1C(=O)OCc1ccc(F)cc1
→ -0.7	-0.7	1.1	-2.3	1.2	6.1	-0.4	1.1	5.0	1.3	0.4
O=[N+]([O-])c1cccc(CN2CCN(Cc3ccc(Br)cc3)CC2)c1
→ 4.5	-2.0	-4.0	2.3	-5.0	-1.2	-2.6	-2.2	-3.7	-3.6	-1.9
C=C(CC1CC(O)[C@]2(C)OC3CC4OC5C[C@]6(C)O[C@]7(C)CCC8OC9C[C@]%10(C)OC%11C(C)=CC(=O)OC%11CC%10OC9C[C@@H](C)C8OC7CC6O[C@]5(C)C/C=C\C4OC3CC2O1)C(=O)O (some centres not stated)
→ -4.1	-1.0	0.1	-2.5	2.4	-0.5	-0.6	2.9	-0.3	-1.2	0.0
O=c1[nH]c(=O)n(C2CCCCC2)c(O)c1C1NCCc2ccccc21 (configuration not stated)
→ 2.8	-1.6	2.2	-1.6	-1.7	-0.3	-2.1	-0.2	0.5	1.7	0.7
c1cc(OCCN2CC2)ccn1
→ -1.8	-0.4	-2.6	-0.4	0.9	0.3	3.5	2.3	1.3	-0.9	-1.1
CC1CC=CCC12C(=O)NC(=S)NC2=O (configuration not stated)
→ 6.8	-1.0	5.9	-0.2	1.5	5.2	-2.1	-5.7	-1.0	0.0	-0.3
COc1cc(C)cc2oc(=O)c(CC(=O)N3C[C@H]4C[C@@H](C3)c3cccc(=O)n3C4)c(C)c12
→ i	-1.1	1.2	-250.0	1.7	-2.2	-0.7	1.7	2.2	0.1	-0.6
CCOc1ccccc1-n1c(O)c(C=NCCCn2ccnc2)c(=O)[nH]c1=O
→ 2.3	-1.1	1.7	0.4	2.2	0.4	-2.2	1.9	1.4	-1.0	-0.6
CN(C)[C@@H]1C(=O)C(C(N)=O)=C(O)[C@@]2(O)C(=O)C3=C(O)c4c(O)cccc4[C@@](C)(O)[C@H]3[C@H](O)[C@@H]12
→ -25.8	-0.5	-0.3	-8.0	0.3	0.5	-1.1	-0.2&-0.5	1.9&1.2	-2.0	1.1
C[C@]12CC[C@@H](O)C[C@H]1CC[C@@H]1[C@@H]2CC[C@]2(C)C(=O)CC[C@@H]12
→ -1.0	-1.0	-2.6	-7.6	-0.2	-1.3	-1.7	0.4	1.2	-1.5	0.4
CC(C)c1ccc(C2NCc3ccccc3-n3cccc32)cc1 (configuration not stated)
→ -0.2	-1.1	-4.8	1.5	-32.1	-2.0	1.2	0.4	-1.3	-0.6	0.3
O=C(c1cn(Cc2ccccc2)c2ccccc12)N1CCCCC1
→ 2.8	-1.9	1.4	4.8	-1.5	-2.6	2.6	0.0	-0.2	-0.2	-1.0
CCCCn1c(=O)c(C(=O)Nc2ccccc2N)c(O)c2ccccc21
→ -56.1	0.2	-1.6	-35.4	-5.5	1.7	-0.6	1.7	0.7	1.9	0.0
Cc1cccc(NC(=O)C(C)N2CC=C(c3ccccc3)CC2)c1 (configuration not stated)
→ 3.2	-1.6	-2.0	-0.7	-1.0	-1.4	-0.6	0.5	-1.5	0.0	0.2
S=P(Nn1cnnc1)(c1ccccc1)c1ccccc1
→ 4.7	-1.3	-1.6	-1.6	-5.4	-1.7	0.3	0.7	-0.8	0.3	0.3
O=c1[nH]c(=S)n(-c2ccccc2)c(O)c1C=NCc1ccccn1
→ -1.7	-1.4	-0.4	-3.6	2.3	1.0	0.8	x	0.4	-0.4	-0.2
CCC(=O)N1c2ccc(S(=O)(=O)CCC(=O)N3CCC4(CC3)OCCO4)cc2CC1C (configuration not stated)
→ -3.4	-1.4	0.2	-2.7	-2.8	-2.7	-0.9	-0.5	2.0	1.3	-0.5
Cc1ccc(C2=NCC(=O)Nc3ccc(Br)cc32)cc1
→ 5.2	-1.2	-2.0	-0.9	9.0	0.6	0.8	0.2	3.2	-2.4	-0.2
CCN1CCN(c2cc(N3CCCC3)c([N+](=O)[O-])cc2F)CC1
→ 1.4	-1.6	-0.5	0.5	4.0	1.0	0.7	-1.2	-0.9	-0.7	-1.8
C=C(c1ccccc1)P(=O)(O)O
→ -0.4	-1.6	-0.2	-1.5	-2.3	-0.1	-0.3	-0.6	-0.1	1.3	-0.4
O=C1NC(=O)N(c2ccc3c(c2)OCO3)C(=O)/C1=C\c1ccsc1
→ 8.3	-1.1	-3.8	4.9	8.0	-1.1	-1.4	x	1.1	-1.4	0.9
O=c1[nH]c(=O)n(Cc2ccc(F)cc2)c(O)c1C=NCCCO
→ 4.8	-1.1	3.7	1.4	0.1	-0.4	-2.1	1.6	2.5	-0.3	0.8
O=P(Oc1ccccc1)(Oc1ccccc1)C(O)c1ccccc1 (configuration not stated)
→ 5.0	-1.5	1.3	-2.4	-2.3	2.6	-0.6	-0.2	0.8	-0.8	-0.6
C=CCn1c(O)c(/C=N/NC(=O)CCCC)c(=O)[nH]c1=S
→ 2.7	-1.5	-0.9	0.8	4.6	2.2	0.4	0.8	0.4	-0.1	0.0
COC(=O)C1=C(c2ccc(C(C)=O)cc2)C[C@@H]2CC[C@H]1N2C(=O)N1CCC(O)CC1
→ -6.6	-1.4	-0.1	-5.0	-0.8	0.7	0.7	2.3	1.3	-0.8	0.2
CC(=NCc1ccco1)c1c(O)n(Cc2ccccc2)c(=O)[nH]c1=O
→ 8.3	-1.1	3.4	-1.1	13.2	-2.4	-1.1	0.3	2.4	-0.8	-0.1
O=C(O)CN1C(=O)CN=C(c2ccccn2)c2cc(Cl)ccc21
→ -2.2	-0.3	-4.5	-8.0	6.3	0.2	-1.0	2.2	1.6	0.2	-0.2
CCN(CC)c1ccc(N=Cc2c(O)n(Cc3ccco3)c(=O)[nH]c2=O)cc1
→ -3.0	-1.6	-4.4	-0.6	-4.3	-0.4	-1.8	0.4	-0.5	2.1	-0.6
O=C1NC(=O)C(CCc2ccccn2)(Cc2cccc(Cl)c2Cl)C(=O)N1c1ccc(Br)cc1 (configuration not stated)
→ 5.5	-1.4	0.9	2.6	-0.8	-1.2	-1.0	1.4	0.9	-1.8	-0.6
O=P(C(c1c[nH]c2ccccc12)N1CCOCC1)(N1CCOCC1)N1CCOCC1 (configuration not stated)
→ -1.2	-0.4	6.3	-0.2	-15.7	0.2	0.1	-1.2	3.1	4.8	0.1
O=[N+]([O-])c1ccc(N2CCNCC2)cc1NCc1ccco1
→ 6.8	-0.8	-1.7	4.2	3.2	1.4	-2.0	-0.1	2.5	-0.8	-0.4
CCCCn1c(=O)c(C(=O)Nc2cccc(C)c2)c(O)c2ccccc21
→ -2.9	-0.5	0.1	-1.4	-9.3	-0.1	-2.9	1.4	-0.5	0.9	0.1
C=Cn1ccnc1P(=S)(c1nccn1C=C)c1nccn1C=C
→ -9.4	-0.5	-2.3	1.9	-2.2	0.6	-0.2	1.6	-2.1	0.6	0.5
OCC(Cl)CCl (configuration not stated)
→ -11.6	-0.6	-3.5	-3.7	4.7	-1.1	-1.9	0.1	0.7	-0.4	-0.1
O=[N+]([O-])c1ccc(Cl)c(Cl)c1Cl
→ -9.8	-0.8	-5.7	-4.7	0.2	-5.0	-2.4	0.7	-0.9	-1.0	0.3
CN1C(=O)C2C[C@@]3(Br)c4ccccc4N(OOSc4ccccc4)[C@H]3N2C(=O)[C@@H]1Cc1ccccc1 (some centres not stated)
→ 11.4	-1.6	-0.8	0.5	-3.1	-1.2	1.2	-0.5	6.1	-1.8	-0.6
CCOc1ccc(NC2=NCCCS2)cc1
→ -2.5	-0.9	-2.8	-2.9	-3.9	0.3	-0.8	1.7	1.2	0.6	-0.2
O=C(NC12CC3CC(CC(C3)C1)C2)OC1CN2CCC1CC2 (configuration not stated)
→ 2.3	-1.7	0.9	-2.3	1.8	-0.6	-2.2	x	0.7	0.0	0.5
CC(N)C(=O)OC(C)(C)Cc1ccc(Cl)cc1 (configuration not stated)
→ 0.6	-1.2	-2.9	-5.1	-1.4	3.4	-1.0	-0.4	-0.3	0.7	-0.1
C=C1C(=O)O[C@H]2[C@H]1[C@H](OC(=O)CC(=O)O[C@@H]1C[C@@H](C)[C@@H]3C=CC(=O)[C@@]3(C)[C@H]3OC(=O)C(=C)[C@H]13)C[C@@H](C)[C@H]1C=CC(=O)[C@]12C
→ 2.5	-1.1	0.3	-0.7	1.5	-3.5	-1.6	-0.2	-2.3	-1.8	-0.8
